Source: PubChem
697 NFkB inh: inhibitors of the PMA/ionomycin-induced NF-kB reporter in 697 B cells | 697 B-cell NF-kB luciferase reporter, 16 h | inhibition, % at 4 µM | 0.33% of 330,000 active | AID 435022; in the data active = inhibition above about 35%
UPR XBP1 act: activators of adaptive arm of unfolded protein response (XBP1). CHO-XBP1 luciferase reporter, IRE1-XBP1 UPR activation, luminescence; percent of tunicamycin response, DMSO as zero. activation, % at 20 µM. 0.33% of 330,000 active. AID 463104;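 active = versus positive control, 20 µM dose yields 30% or more activation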;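 note: 100% = tunicamycin at 10 µg/mL and 0% = DMSO only wells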
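Material: CHO-XBP1 cells stably carrying IRE1-XBP1-driven luciferase reporter / Amount: 1000 cells per well / Compound: 20 µM, 1% DMSO / Times: 6 h treatment, 37 °C / Detection: luciferase luminescence / Measure: % activation of reporter signal versus tunicamycin and DMSO controls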
Jurkat NFkB inh: lowers PMA/ionomycin-induced NF-kB signal in Jurkat cells. inhibition, % at 4 µM. 0.53% of 330,000 active. AID 435003. PMA/ionomycin-induced NF-kB luciferase reporter, luminescence; in the data active = inhibition above about 50%
tim23-1 inh: growth inhibitors of tim23-1 mutant yeast. 1.3% of 330,000 active. S. cerevisiae tim23-1 growth, BacTiter-Glo luminescence, 24 h. AID 463212. inhibition, % at 20 µM;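 active = growth inhibition of the mutant yeast at or above 50%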;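 note: temperature-sensitive mutant grown at 25 °C; plate controls were DMSO-treated mutant yeast for no effect and medium wells lacking yeast for full effect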
tim10-1 inh: inhibits growth of tim10-1 mutant yeast; inhibition, % at 20 µM; AID 463190; 2.2% of 330,000 active; S. cerevisiae tim10-1 ts strain growth, BacTiter-Glo, 24 h;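 active = inhibition of at least 40%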;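 note: mutant grown at 25 °C; 0% = DMSO wells with yeast and 100% = wells holding no yeast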
Mdm2-MdmX inh: disrupts the human Mdm2-MdmX interaction | AID 485346 | inhibition, % at 8 µM | 3% of 330,000 active | SaOS-2 split-luciferase Mdm2/MdmX complementation, luminescence | O15151+Q00987;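 active = inhibition of at least 50% at 8 µM in the primary screen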
Target sequence (O15151 whole entry, looked up): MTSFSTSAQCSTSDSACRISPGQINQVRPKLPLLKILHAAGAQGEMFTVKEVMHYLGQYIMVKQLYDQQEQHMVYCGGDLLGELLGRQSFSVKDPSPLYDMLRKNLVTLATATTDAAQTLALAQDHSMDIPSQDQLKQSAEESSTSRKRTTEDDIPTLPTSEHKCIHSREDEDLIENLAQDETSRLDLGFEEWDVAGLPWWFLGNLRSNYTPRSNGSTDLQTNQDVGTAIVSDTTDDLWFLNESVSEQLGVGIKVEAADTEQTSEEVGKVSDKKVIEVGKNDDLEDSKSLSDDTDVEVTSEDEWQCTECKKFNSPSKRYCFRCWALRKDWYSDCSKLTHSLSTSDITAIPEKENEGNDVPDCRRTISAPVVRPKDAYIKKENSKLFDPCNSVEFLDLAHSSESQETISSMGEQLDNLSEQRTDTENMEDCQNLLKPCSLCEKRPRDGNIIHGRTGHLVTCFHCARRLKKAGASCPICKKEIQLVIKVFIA
Target sequence (Q00987 whole entry, looked up): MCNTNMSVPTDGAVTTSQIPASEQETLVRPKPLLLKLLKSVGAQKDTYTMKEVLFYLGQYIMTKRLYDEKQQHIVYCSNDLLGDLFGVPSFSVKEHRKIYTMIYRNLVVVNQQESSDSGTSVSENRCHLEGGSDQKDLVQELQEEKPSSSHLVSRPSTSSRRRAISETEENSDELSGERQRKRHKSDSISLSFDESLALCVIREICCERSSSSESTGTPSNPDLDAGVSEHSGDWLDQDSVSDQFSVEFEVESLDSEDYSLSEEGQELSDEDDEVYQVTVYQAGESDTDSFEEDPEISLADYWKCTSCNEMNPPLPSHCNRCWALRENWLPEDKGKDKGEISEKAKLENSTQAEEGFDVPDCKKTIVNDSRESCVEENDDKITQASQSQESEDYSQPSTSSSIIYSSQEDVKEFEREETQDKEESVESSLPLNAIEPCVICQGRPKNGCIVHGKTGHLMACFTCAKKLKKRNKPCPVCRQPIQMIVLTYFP
TIM10 inh: inhibits growth of TIM10 yeast strain | S. cerevisiae TIM10 strain growth, BacTiter-Glo luminescence, 24 h | inhibition, % at 10 µM | 1.4% of 330,000 active | AID 463195;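 active = inhibition of 40% or more at the single tested concentration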;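 note: wild-type TIM10 isogenic control strain grown at permissive 25 °C; 0% = DMSO yeast wells and 100% = minimal medium wells without yeast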
UPR CHOP act: apoptotic UPR (CHOP) activation | CHO-CHOP luciferase reporter, luminescence; percent of tunicamycin response over DMSO baseline | AID 449763 | activation, % at 10 µM | 0.34% of 330,000 active;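 active = at 10 µM dose, activation of 40% or more, normalized to positive control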;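 note: 100% = tunicamycin at 10 µg/mL and 0% = DMSO alone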
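Assay system: CHO cells with stable CHOP pathway luciferase reporter; Buffer or medium: F12 plus 10% serum; Times: 16-18 h cell attachment, then 6 h compound exposure, 37 °C; Signal: luciferase luminescence; Read-out basis: percent activation relative to tunicamycin control; Control set: tunicamycin high control, DMSO low control.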
Numbers without * were called inactive; / = no result given.

SMILES	697 NFkB inh	UPR XBP1 act	Jurkat NFkB inh	tim23-1 inh	tim10-1 inh	Mdm2-MdmX inh	TIM10 inh	UPR CHOP act
Cc1ccc(C)c(NC(=O)CN(C)C(=O)Cn2c(=O)oc3ccccc32)c1	16	-3	8	11	1	20	7	1.6
O=C(NCCCc1ccccc1)C1CCC(CNc2c(N3CCCCC3)c(=O)c2=O)CC1 (centres undefined)	15	0	-13	10	-11	23	3	-2.4
CCOC(=O)c1ccc(COc2ccc(C(C)C)cc2)o1	-86	2	-35	13	4	-102	12	1.7
Cc1sc(Cc2nc(O)cs2)nc1-c1ccccc1	3	1	9	8	1	-2	14	0.6
CCOC(=O)c1c(C)nc(-c2ccccc2)nc1NC(C)=O	-26	1	-42	28	10	-44	10	3.0
CCCOc1ccc(CNC(=O)Cc2cccs2)cc1	-29	3	-26	1	1	-17	-13	3.0
O=C(OCC(=O)N1CCOCC1)c1c(Cl)ccc(Cl)c1Cl	6	2	-21	5	12	-15	23	2.4
C=CCNc1nc(-c2ccc(OC)cc2OC)cs1	5	4	-21	36	33	-68	31	4.2
Cc1cc(C)nc(SCc2ccc(C(=O)N/N=C/C3CCCCC3)cc2)n1	6	-1	9	38	37	2	18	-2.2
O=C(CSc1nnnn1-c1cccc2c1CCCC2)NC1CCCC1	-6	-3	-2	25	23	8	34	-1.9
CCOC(=O)C1(S(=O)(=O)c2ccccc2)CCN(Cc2ccccc2)CC1	-3	-3	0	28	41*	10	0	-1.0
O=C(NCc1ccccn1)c1ccc(OC2CCN(Cc3ccc(F)cc3F)CC2)cc1	-44	-4	18	12	5	14	7	-1.1
c1ccc(Cn2nnnc2C(c2ccccn2)N2CCN(c3ccccc3)CC2)cc1 (centres undefined)	-10	9	-8	19	12	-3	26	-1.2
CCc1ccc(N(C(=O)c2csnn2)C(C(=O)NC2CCCCC2)c2cccnc2)cc1 (centres undefined)	-17	-4	-33	4	-11	8	-9	-0.5
COc1ccc(N(C(=O)c2ccco2)C(C(=O)NC2CCCC2)c2cc(OC)c(OC)c(OC)c2)cc1 (centres undefined)	-1	-2	-3	8	-2	-13	0	0.8
Cc1ccc2[nH]c3c(=O)n(CC(=O)Nc4ccccc4N4CCN(C)CC4)ncc3c2c1	-24	0	-5	5	-1	61*	-2	-1.4
CCN(C(=O)CSc1nnc(C)c(=O)[nH]1)c1cccc2ccccc12	1	0	9	-1	13	6	5	0.5
COc1cc2cc(C(=O)N3CCN(Cc4ccc5c(c4)OCO5)CC3)c(=O)oc2cc1OC	5	1	-14	-12	-14	3	-8	0.2
CC(=O)N1CCN(S(=O)(=O)c2cccc(C(=O)Nc3cc(C(F)(F)F)ccc3N3CCOCC3)c2)CC1	2	8	-3	15	7	16	5	1.6
CCCN(C(=O)C(C)Oc1cccc(Cl)c1)c1c(N)n(Cc2ccccc2)c(=O)[nH]c1=O (centres undefined)	-30	-4	-7	-5	2	0	-5	0.9

Single records, from the list above. Order of values: 697 NFkB inh	UPR XBP1 act	Jurkat NFkB inh	tim23-1 inh	tim10-1 inh	Mdm2-MdmX inh	TIM10 inh	UPR CHOP act
Entry for O=C(OCC(=O)N1CCOCC1)c1c(Cl)ccc(Cl)c1Cl = 6	2	-21	5	12	-15	23	2.4
Entry for COc1cc2cc(C(=O)N3CCN(Cc4ccc5c(c4)OCO5)CC3)c(=O)oc2cc1OC = 5	1	-14	-12	-14	3	-8	0.2
Entry for CCOC(=O)c1ccc(COc2ccc(C(C)C)cc2)o1 = -86	2	-35	13	4	-102	12	1.7
Entry for O=C(NCc1ccccn1)c1ccc(OC2CCN(Cc3ccc(F)cc3F)CC2)cc1 = -44	-4	18	12	5	14	7	-1.1
Entry for Cc1ccc2[nH]c3c(=O)n(CC(=O)Nc4ccccc4N4CCN(C)CC4)ncc3c2c1 = -24	0	-5	5	-1	61*	-2	-1.4

(continued)
SMILES	697 NFkB inh	UPR XBP1 act	Jurkat NFkB inh	tim23-1 inh	tim10-1 inh	Mdm2-MdmX inh	TIM10 inh	UPR CHOP act
COc1ccc(C(=O)Nc2ccccc2)cc1S(=O)(=O)NCc1ccco1	20	-3	6	17	12	30	-2	-1.6
Cc1ccc(-c2cc(C(=O)N/N=C/c3c(C)nn(C)c3C)c3ccccc3n2)cc1C	-85	18	-50	17	36	13	18	9.9
CC[C@]12c3[nH]c4cc(CCC(=O)N(C)C)ccc4c3CCN1C(=O)[C@@H](CC(=O)NCCCN(C)C)C[C@@H]2C(=O)N1CCN(C(=O)C2CC2)CC1	15	2	/	22	2	-6	-11	3.0
CSc1nc(N)nc2c1ncn2CC(=O)NCC(c1ccccc1)c1ccccc1	-10	-4	2	-1	6	19	6	-2.9
FC(F)(F)c1cnc(Oc2cccc3ccccc23)c(Cl)c1	2	0	4	17	15	2	6	1.6
Cc1ccccc1OCCn1c(S(=O)(=O)O)nc2c(N)ncnc21	-13	0	-14	-5	3	24	-13	-0.8
Cc1ccc(Oc2ccc3c(c2)C(=O)N(c2cccc4cccnc24)C3=O)cc1	15	-1	-7	17	18	-4	25	-2.1
O=C(N[C@@H]1C/C=C\C[C@H](CC(=O)N(CCO)Cc2ccccc2)C(=O)N[C@@H](Cc2ccccc2)COC1=O)OCC1c2ccccc2-c2ccccc21	-1	50*	-2	-9	4	93*	-8	33
COc1ccc(C(=O)CC(=O)C(=O)NCCc2cccc(C)c2)cc1	-27	-1	7	7	30	6	-4	1.2
O=C(NCCCNC(=O)c1ccccc1Cl)c1cnccn1	8	-2	14	7	-4	18	1	-0.8
CCOC(=O)CCCc1c[nH]c2ccccc12	-11	0	2	8	15	-3	-5	1.5
O=[S@]1Oc2ccccc2-c2ccccc21	9	1	7	69*	5	17	58*	-0.9
Cc1ccc(-n2c(=O)c3sccc3n(CC(=O)NC3CCCC3)c2=O)cc1	7	-1	-5	-10	-10	-7	-2	-0.3
CCCc1cc(=O)n2[nH]c(NCc3ccc(OC)cc3)nc2n1	-1	0	9	2	1	12	-22	-0.3
C/C(=N\NC(=O)c1cccc(O)c1)c1cccc(NC(=O)c2ccc(F)cc2)c1	-15	-1	-32	0	5	-16	6	1.2
O=C(Nc1ccc(S(=O)(=O)N2CCCC2)cc1)c1ccc(CN2CCc3ccccc3C2)cc1	-15	-1	75*	31	34	21	22	6.5
CCc1ccc2c(COC(=O)c3n[nH]c4ccccc34)cc(=O)oc2c1	-49	1	-43	17	24	-66	24	1.1
C#CCOCCOCCOCCNc1nc(N2CCN(C(=O)[C@H](Cc3ccc(O)cc3)n3cc([C@@H](N)C(C)CC)nn3)CC2)nc(N2CCN(C(=O)[C@H](Cc3cc4ccccc4[nH]3)n3cc([C@@H](N)C(C)CC)nn3)CC2)n1 (some centres undefined)	13	-4	15	4	-3	6	0	1.3
COc1c2occc2c(OC(C)=O)c2c(=O)cc(C)oc12	12	-1	3	28	4	43	19	-0.4
CCn1c(SCC(=O)N2CCCC2)nc2c(c1=O)SC(C)C2 (centres undefined)	-32	3	-4	6	4	6	-3	-2.2

Overlap with the part before: 2 compounds; new compounds follow.
SMILES	697 NFkB inh	UPR XBP1 act	Jurkat NFkB inh	tim23-1 inh	tim10-1 inh	Mdm2-MdmX inh	TIM10 inh	UPR CHOP act
COc1c2occc2c(OC(C)=O)c2c(=O)cc(C)oc12	12	-1	3	28	4	43	19	-0.4
CCn1c(SCC(=O)N2CCCC2)nc2c(c1=O)SC(C)C2 (centres undefined)	-32	3	-4	6	4	6	-3	-2.2
CN(CC(=O)Nc1ccccc1C(F)(F)F)C(=O)Cn1c(=O)oc2ccccc21	2	-2	-3	-3	-8	8	-6	0.9
CC(=O)Nc1ccc(S(=O)(=O)Nc2ccc(S(=O)(=O)N3CCCCCC3)cc2)cc1	-16	2	1	-9	4	10	7	1.4
O=C1COc2ccc(C(=O)COC(=O)Cc3ccsc3)cc2N1	20	-3	-1	0	4	12	-3	2.4
CCOc1ccc(-n2cnc3sc4c(c3c2=O)CCCC4)cc1	-9	0	-14	25	20	16	27	3.3
O=C(NNS(=O)(=O)c1ccccc1C(F)(F)F)c1cccc(S(=O)(=O)Nc2ccccc2Cl)c1	16	-4	1	9	13	3	0	2.0
C=CCn1c(COc2ccccc2)nnc1SCC(=O)C(C)(C)C	5	-4	-2	17	6	4	-15	-0.1
O=C(Cn1ncc2c3ccccc3n(Cc3ccc(Cl)cc3)c2c1=O)NCCCN1CCCC1=O	-11	-2	-10	11	2	16	-2	2.5
Cc1cc(C)nc(N=Nc2c(O)n(Cc3ccc(Cl)cc3)c3ccccc23)n1	-13	1	12	24	32	2	20	5.0
O=C(Nc1ccccc1)N1CCN(c2ccc(C(F)(F)F)cn2)CC1	-21	1	12	6	5	-28	-13	0.0
C#CCOCCOCCOCCNc1nc(N2CCOCC2)nc(N2CCN(C(=O)[C@H](Cc3cc4ccccc4[nH]3)n3cc([C@@H](N)CC(C)C)nn3)CC2)n1	1	-2	-8	-3	-11	7	-7	-0.9
Cc1cccc(NC(=O)CSC2=NN3CCCC(=O)N=C3S2)c1C	15	-4	7	6	6	13	-7	-2.2
O=C(Nc1ccccc1F)N1CCc2ccccc2C1	-40	-4	-57	15	3	-8	14	3.3
Cc1ccnc(NC(=O)CNC(=O)C23CC4CC(CC(C4)C2)C3)c1	6	1	0	16	26	15	10	3.4
O=C(Nc1ccccc1-c1ccccc1)NC1CC2CCCC(C1)N2Cc1ccc(F)cc1 (centres undefined)	-19	0	4	56*	10	22	0	-0.1
O=C(NNC(=O)C1CCCCC1)c1ccco1	9	-2	0	13	-8	-12	-7	0.8
COc1ccc(N2CCN(C(=O)C3CCN(C(=O)c4cccc(Cl)c4)CC3)CC2)cc1	14	1	-9	5	0	-10	14	-0.9
COc1ccc(C(=O)NNC(=O)Cc2ccc(Cl)cc2)cc1	-19	-1	0	-12	-24	8	-16	0.1
O=C(CN1CCCCC1)NC1CCc2cc3c(cc21)CCC3 (centres undefined)	-21	0	2	-18	-11	5	-2	-1.5
CCn1cc(C(=O)NCC(OC)OC)c(=O)c2cc(S(=O)(=O)N3CCC(C)CC3)ccc21	7	-7	15	8	-3	5	-5	0.2
CCCn1c(=O)c(C(=O)Nc2cccc(C)c2)c(O)c2ccccc21	-17	1	1	2	-23	-12	-8	0.8
Cc1cc(C(C)(C)C)c(O)c(C)c1CC1=NCCN1	4	-3	-2	6	-9	15	1	2.2
CCN(CC)C(=O)CSc1nnc([C@@H](N)C(C)C)o1	-14	-2	-3	4	6	1	-5	-1.9
CCOC(=O)N1CCC(NC(=O)c2cc(S(=O)(=O)N3CCC4(CC3)OCCO4)ccc2F)CC1	21	-3	16	29	5	23	5	-2.2
O=C(NCc1cccnc1)Nc1cccc(C(F)(F)F)c1	14	-3	10	7	10	10	2	2.5
O=C(Nc1cccc2ccccc12)c1ccc(F)cc1	0	0	-12	24	21	8	11	6.0
CCOc1ccc(CNS(=O)(=O)c2c(C)nc3scc(C)n3c2=O)cc1OC	17	0	7	10	-11	27	10	-0.5
Cn1c(SCc2ccccc2)nc(N)c(N=O)c1=O	-15	-3	9	24	11	25	13	15
CCCCC1(C)NC(=O)N(CC(=O)Nc2cc(S(=O)(=O)N3CCOCC3)ccc2Cl)C1=O (centres undefined)	11	-1	4	18	13	12	11	1.3
COc1ccc(-c2nnc(-c3cc4ccccc4oc3=O)o2)cc1	-17	2	15	11	10	-14	5	3.4
NC(=O)c1cc(-c2ccccc2)nc2ccc(Br)cc12	-12	-1	-11	4	5	30	-8	-1.8
CCCN(CC(=O)Nc1ccccc1C)C(=O)c1cccc(S(=O)(=O)N2CCN(c3ccccc3)CC2)c1	18	-3	10	16	-2	18	12	1.9
COc1ccccc1OCCC(=O)OCCN1C(=O)c2ccccc2C1=O	11	-2	-1	-6	23	28	1	-0.7
Cc1ccc2cc(C(c3nnnn3CC3CCCO3)N3CCc4ccccc4C3)c(=O)[nH]c2c1 (centres undefined)	-1	-3	-6	16	2	2	17	-1.9
CC1CCc2nc(/C(C#N)=C/c3ccncc3)sc2C1 (centres undefined)	-69	3	-33	24	34	-82	17	7.1

An unsorted share of the library; overall some 6.6% were active at least once.
